# Bioassay records (PubChem BioAssay)
# RMI-FANCM inh = inhibitors of human RMI core complex binding to FANCM MM2. Fluorescence polarization, RMI core complex with F-MM2 peptide; active compounds read low. FP signal (polarization) at 33 µM. 70,000 compounds, 0.58% hits; in the data active = FP signal below about 40; note: inactives centre near 61; strong numbers were not always called active; unit not given here
# Active calls of the source: *; & = joins results of further samples. Only part of the results is shown; count on the stated rates, not on these rows.
SMILES,RMI-FANCM inh
COC(=O)C(Cc1c[nH]c2ccccc12)NC(=O)c1cccc([N+](=O)[O-])c1 (centres undefined),53
COc1ccc(S(=O)(=O)N2CCOCC2)cc1C(=O)Nc1nccs1,59
CCOC(=O)c1scc(-c2ccc(C)cc2)c1S(=O)(=O)N1CCN(c2cccc(C)c2C)CC1,64
Cc1ccc(S(=O)(=O)Nc2ccc3c(c2)C(=O)NCCO3)c(C)c1,64
NS(=O)(=O)c1ccc(CCNC(=O)C(=O)NC2CCCCCC2)cc1,55
COc1ccc(OC)c(-c2ccc(N3CCN(C(=O)c4ccccc4F)CC3)nn2)c1,67
O=C(c1ccco1)N1CCc2ccc(NS(=O)(=O)c3ccccc3Cl)cc21,72
COc1cc(C(F)(F)F)nc2ccc(C)c(NC(=O)c3ccc(Cl)cc3)c12,52
CCCS(=O)(=O)NCCNC(=O)c1ccc(NC(=O)C(C)(C)C)cc1,64
CN(C1CCCCC1)S(=O)(=O)c1cccs1,55
CC1(C)CC(=O)C=C(SCc2ccc([N+](=O)[O-])cc2)S1,54
COc1ccc(C)cc1S(=O)(=O)NCCc1ccc2c(c1)CCCN2C,47
COc1ccc(-c2noc(CSc3nc4ccsc4c(=O)n3-c3ccc(C)cc3)n2)cc1OC,72
CC(C)Sc1ccc2nn(CC(=O)Nc3ccccc3F)c(=O)n2n1,64
CC(C)(C)c1ccc(S(=O)(=O)NCC(=O)N2CCN(Cc3ccccc3)CC2)cc1,73
Nc1ccc2c(c1)N(S(=O)(=O)c1ccccc1)CCC2,67
COc1cccc(S(=O)(=O)c2cc3cc(Br)ccc3oc2=O)c1,64
O=C1NCCN1CCNS(=O)(=O)c1cccc2cccnc12,56
CCCOc1cc(N2CCN(C(=O)C(C)C)CC2)nc(C)n1,54
CCOC(=O)c1c(-c2ccc(F)cc2)csc1NC(=O)Cc1cccc2ccccc12,64
O=C(CSCc1ccccc1)Nc1cccc2c1C(=O)NC2=O,63
CC(C)N1CCC(CNC(=O)C(=O)Nc2ccc(OC(F)(F)F)cc2)CC1,78
O=C(Nc1ccc2c(c1)N(C(=O)C1CCCO1)CC2)c1cc2ccccc2oc1=O (centres undefined),62
Cc1ccc(S(=O)(=O)N2CCC(C(N)=S)CC2)cc1,62
C=CCN1C(=O)C(C)(C)COc2ccc(NS(=O)(=O)Cc3cccc(C)c3)cc21,66
# (cont.)
SMILES,RMI-FANCM inh
COc1cc2c(=O)oc(-c3cccc(C(F)(F)F)c3)nc2c(OC)c1OC,55
Cc1ccc(-c2cc3c(SCC(=O)Nc4ccccc4F)nccn3n2)cc1,130
CC(=O)OC[C@]1(C)CC[C@]2(C)CC[C@]3(C)C4=CCc5c(cc(OC(C)=O)c(OC(C)=O)c5C)[C@]4(C)CC[C@@]3(C)C2C1 (some centres undefined),55
CC(=O)Nc1ccc(NS(=O)(=O)c2ccc(S(=O)(=O)c3ccccc3)s2)cc1,54&59
O=C(Cn1cnc(-c2ccccc2)cc1=O)c1ccccc1,60
O=C1c2ccccc2C(=O)c2c1cccc2S(=O)(=O)Nc1ccc(-c2ccc(NS(=O)(=O)c3cccc4c3C(=O)c3ccccc3C4=O)cc2)cc1,52
O=C(NCC(c1ccc(F)cc1)N1CCOCC1)C(=O)Nc1nc2ccccc2s1 (centres undefined),59
Cc1nn(C2CCS(=O)(=O)C2)c2nc(-c3ccco3)cc(C(=O)Nc3nc4ccccc4s3)c12 (centres undefined),75
COc1cn2c(cc1=O)C(=O)N(CCNC(=O)COc1ccc(F)cc1)CC2,65
CN1CC2=C(C1=O)C(c1ccc(O)cc1)NC(=O)N2 (centres undefined),55
O=C(Cn1nc2n(c(=O)c1=O)CCN2c1ccc(F)cc1)NC1CCCC1,56
CCOc1ccc(NC(=O)CSc2ccc(NC(C)=O)nn2)cc1,71
CC1(c2ccccc2)CC(c2ccccc2)=C(C#N)C(=O)N1 (centres undefined),46
Cc1cc(C)c2nc(N(Cc3ccccn3)C(=O)c3ccc4ccccc4c3)sc2c1,70
CN(C(=O)C1CCCN(S(C)(=O)=O)C1)c1ccccc1 (centres undefined),64
C=CCSc1nc(N)c2c(C)c(C(=O)O)sc2n1,69
CN1CCCc2cc(CCNC(=O)NCc3ccccc3)ccc21,60
Cc1cc(=O)[nH]c(-n2nc(C)c(CCC(=O)Nc3ccc(F)c(C(F)(F)F)c3)c2C)n1,65
CC(Oc1ccccc1F)C(=O)NCCOc1ccc2c(c1)OCO2 (centres undefined),60
Cc1ccc(OCC(=O)O)c([N+](=O)[O-])n1,51
O=c1[nH]c2cccnc2c(=O)n1Cc1cccnc1,72
O=C(NCC(c1cccnc1)N1CCc2ccccc2C1)c1ccc([N+](=O)[O-])cc1 (centres undefined),51
Clc1ccc(C=Nc2ccc(N=Nc3ccccc3)cc2)cc1,62
CCOc1ccccc1C(=O)NCCCc1ccc(N(C)C)cc1,71
COc1cccc(C(=O)N2CCN(Cc3nc(-c4ccc(F)cc4)cs3)CC2)c1OC,63

# Laid out differently: results already given
Compound	RMI-FANCM inh
O=C(Cn1cnc(-c2ccccc2)cc1=O)c1ccccc1	60
O=C1c2ccccc2C(=O)c2c1cccc2S(=O)(=O)Nc1ccc(-c2ccc(NS(=O)(=O)c3cccc4c3C(=O)c3ccccc3C4=O)cc2)cc1	52
O=C(NCC(c1ccc(F)cc1)N1CCOCC1)C(=O)Nc1nc2ccccc2s1 (centres undefined)	59
Cc1nn(C2CCS(=O)(=O)C2)c2nc(-c3ccco3)cc(C(=O)Nc3nc4ccccc4s3)c12 (centres undefined)	75
COc1cn2c(cc1=O)C(=O)N(CCNC(=O)COc1ccc(F)cc1)CC2	65
CN1CC2=C(C1=O)C(c1ccc(O)cc1)NC(=O)N2 (centres undefined)	55
O=C(Cn1nc2n(c(=O)c1=O)CCN2c1ccc(F)cc1)NC1CCCC1	56
CCOc1ccc(NC(=O)CSc2ccc(NC(C)=O)nn2)cc1	71
CC1(c2ccccc2)CC(c2ccccc2)=C(C#N)C(=O)N1 (centres undefined)	46
Cc1cc(C)c2nc(N(Cc3ccccn3)C(=O)c3ccc4ccccc4c3)sc2c1	70
CN(C(=O)C1CCCN(S(C)(=O)=O)C1)c1ccccc1 (centres undefined)	64
C=CCSc1nc(N)c2c(C)c(C(=O)O)sc2n1	69
CN1CCCc2cc(CCNC(=O)NCc3ccccc3)ccc21	60
Cc1cc(=O)[nH]c(-n2nc(C)c(CCC(=O)Nc3ccc(F)c(C(F)(F)F)c3)c2C)n1	65
CC(Oc1ccccc1F)C(=O)NCCOc1ccc2c(c1)OCO2 (centres undefined)	60
Cc1ccc(OCC(=O)O)c([N+](=O)[O-])n1	51
O=c1[nH]c2cccnc2c(=O)n1Cc1cccnc1	72
O=C(NCC(c1cccnc1)N1CCc2ccccc2C1)c1ccc([N+](=O)[O-])cc1 (centres undefined)	51
Clc1ccc(C=Nc2ccc(N=Nc3ccccc3)cc2)cc1	62
CCOc1ccccc1C(=O)NCCCc1ccc(N(C)C)cc1	71
COc1cccc(C(=O)N2CCN(Cc3nc(-c4ccc(F)cc4)cs3)CC2)c1OC	63

# New compounds follow.
SMILES,RMI-FANCM inh
CN(CC1CCCO1)S(=O)(=O)c1ccc(C(=O)Nc2sc3c(c2C(N)=O)CC(C)(C)NC3(C)C)cc1 (centres undefined),69
O=C(c1ccccc1[N+](=O)[O-])N1CCN=C1SCc1ccc(Br)cc1,55
Cc1cc([N+](=O)[O-])ccc1NC(=O)C(=O)NCCc1ccccc1,50
O=C(CSc1nc(-c2ccccc2)ns1)NCc1ccco1,68
Cc1ccc(NC(=O)c2ccccc2C(=O)O)cc1Br,56
CCOC(=O)C(=CNc1cc(C)ccc1-n1cccc1)C(=O)OCC,60
O=c1c2sc3nnc(-c4ccccc4)c(-c4ccccc4)c3c2ncn1/N=C\c1ccc2c(c1)OCO2,67
CCOC(=O)c1c(C)[nH]c(C(=O)N/N=C/c2ccc(OC)c(OC)c2)c1C,60
O=C1NC2=C(C(=O)N(CCc3ccccc3)C2)C(c2cccs2)N1 (centres undefined),52
CC(C)c1ccc(NS(=O)(=O)c2ccc(C#N)cc2Cl)cc1,47
CCOc1ccc(-c2cc(=O)n(CC(=O)NC3CC3)cn2)cc1,66
CN(C)n1cccc1/C=C(\C#N)C(=O)c1ccco1,60
COc1ccc(CCC(=O)NCCn2ncc3c(N4CCOCC4)ncnc32)cc1,65
Cc1ccccc1OCc1ccc(-c2nc(C#N)c(N3CCN(c4ccccc4)CC3)o2)o1,60
O=c1ccc(-c2cccnc2)nn1CCNS(=O)(=O)c1ccc(Cl)s1,65
COc1ccc(-c2ccc(S(=O)(=O)NCC3CCCO3)cc2)cc1 (centres undefined),70
O=C(c1cccs1)N1CCN(c2nc3ccc([N+](=O)[O-])cc3s2)CC1,54
CC1(C)C(=O)NCCN1C(=O)c1cccc(C(F)(F)F)c1,54
Cc1ccc(NC(=O)C(=O)NCc2ccncc2)cc1Cl,54
O=C(Nc1nnc(Cc2ccc3c(c2)OCO3)o1)c1ccc(Br)s1,65
N=C1N=C(N)C(Cc2ccccc2)S1 (centres undefined),61
S=C1NC(c2ccccc2)=CC(c2ccccc2)N1 (centres undefined),47
Cc1nn(-c2ccccc2)c(C)c1C(=O)O/N=C(/N)c1ccccc1,64
CCOC(=O)CSc1nn2c(=O)c(C)nnc2s1,61
Cc1ccc2oc(C(=O)Nc3nnc(C)s3)c(C)c2c1,81
# Next part
SMILES,RMI-FANCM inh
O=C(CN1CCCC1)Nc1ccc(Br)cc1,68
CS(=O)(=O)N1CCN(Cc2nc(-c3cccs3)cs2)CC1,59
Cc1ccc(S(=O)(=O)NCc2ccco2)c(C)c1,62
COc1ccc(OC)c2sc(N(Cc3cccnc3)C(=O)C3COc4ccccc4O3)nc12 (centres undefined),65
O=c1[nH]c(=O)c2nc3ccccc3nc2[nH]1,-56
CN(C)S(=O)(=O)c1ccc(C(=O)N2CCN=C2SCc2c(F)cccc2Cl)cc1,66
Cc1csc(NC(=O)CSc2nc3c(cnn3CCO)c(=O)[nH]2)n1,55
O=C1O/C(=C/Br)CCC1c1cccc2ccccc12 (centres undefined),51
O=C(Nc1nccs1)c1ccc(=O)[nH]n1,55
O=S(=O)(c1ccc(Cl)s1)N1CCC(c2nnc(-c3ccc(F)cc3)o2)CC1,61
Cn1cccc1Cc1nnc(SCC(=O)Nc2ccccc2F)n1-c1ccccc1,58
COC(=O)c1c(NC(=O)c2ccc3ccccc3c2)sc2c1CC(C)(C)NC2(C)C,80
COc1nc2ccccc2nc1N1CCC(C(=O)Nc2ccccc2)CC1,65
CCOC(=O)/C(C#N)=C/Nc1cccc(F)c1C#N,54
O=C(Nc1ccc(F)cc1)N1CCC(c2nnc(-c3ccc(F)cc3)o2)CC1,60
CC1CCCC(C)N1S(=O)(=O)c1c(F)cccc1F (centres undefined),48
Cc1cc(-c2nnc(NC(=O)c3cc4cc([N+](=O)[O-])ccc4s3)o2)n(C)n1,68
Cn1c(=O)c(C(=O)NCCc2c[nH]c3ccccc23)cc2cccnc21,63
Cc1ccc(S(=O)(=O)c2nnn3c2nc(N2CCN(Cc4ccccc4)CC2)c2ccccc23)cc1,59
O=C(NCCc1c[nH]c2ccccc12)C(=O)Nc1ccc(F)c(Cl)c1,55
C=CCN1C(=O)C(C)(C)COc2ccc(NC(=O)COc3ccccc3OC)cc21,70
COC(=O)c1ccc2c(=O)n(CCCC(=O)NCc3ccc4c(c3)OCO4)c(=S)[nH]c2c1,74
O=C(COc1ccc2ccccc2c1)NCC(c1cccnc1)N1CCc2ccccc2C1 (centres undefined),63
O=C(Nc1ccc(-c2cn3c(n2)SCC3)cc1)C1CCCC1,55
Cc1ccc(NC(=O)NCCS(=O)(=O)c2c(C)n(Cc3ccc(F)cc3)c3ccccc23)cc1C,57
# Further structures
SMILES,RMI-FANCM inh
O=C(CNC(=O)c1cccs1)N/N=C\c1c[nH]c2ccccc12,60
CCCCCOc1ccc(C(=O)Nc2nc3c(s2)C(=O)CC(C)(C)C3)cc1,85
CC(=O)Nc1cccc(NC(=O)C(=O)NCC2CCN(Cc3ccco3)CC2)c1,74
CN1C(=O)N(c2ccc(Cl)cc2)C(C)(O)CC1(C)C (centres undefined),54
Cc1cccc2sc(N(CCN(C)C)C(=O)c3ccc(S(=O)(=O)N4CCCC4)cc3)nc12,75
O=C(c1ccc(Br)cc1)c1cc2c(cc1Br)OCCO2,56
CCn1nccc1C(=O)N(C)c1ccccc1,68
O=C(CNc1ccccc1)Nc1ncc(Cc2ccccc2F)s1,62
O=S(=O)(Oc1ccc(Oc2ccccc2)cc1)c1ccc(Cl)cc1,62
O=c1c2nc(N3CCCC3)sc2c(-c2ccco2)nn1Cc1ccc(C(F)(F)F)cc1,73
COc1ccc(-c2nc3ccccc3[nH]2)cc1,67
Cc1c(NC(=O)c2nccnc2C(=O)O)c(=O)n(-c2ccccc2)n1C,56
Cc1nc(-c2nc(CC(=O)NNC(=O)Nc3cccc(C(F)(F)F)c3)cs2)cs1,56
Cc1cc(C)n(-c2cc(-c3ccccc3)nc3ncnn23)n1,62
CSc1nnc(-c2ccc(C(F)(F)F)cn2)o1,62
COC(=O)c1cccc(NS(=O)(=O)c2c(C)nn(C3CCS(=O)(=O)C3)c2C)c1 (centres undefined),56
CS(=O)(=O)N1CCCc2cc(NC(=O)Oc3ccccc3)ccc21,54
CC(C)(C)C(=O)CSC1=NNC(c2ccccn2)S1 (centres undefined),60
Cc1[nH]c2ccccc2c1C(c1ccccn1)N1CCN(c2ccccn2)CC1 (centres undefined),56
NC(=O)c1cccc(N=Cc2ccc[nH]2)c1,67
O=C(CSc1ncnc2sc3c(c12)CCC3)c1ccc(Cl)c(Cl)c1,75
CC(C)C(NC(=O)OCc1ccccc1)C(=O)NC(Cc1ccc(O)cc1)C(=O)O (centres undefined),54&60
CN1C(=O)C(=Cc2cn(CC(=O)O)c3ccccc23)C(=O)N(C)C1=O,59
COC(=O)c1ccc(NC(=O)CSc2nnc(C)c3cnn(-c4ccccc4)c23)cc1,94
COc1ccc(NC(=O)CCn2cnc3c([nH]c4ccc(C)cc43)c2=O)cc1OC,62
# New compounds follow.
SMILES,RMI-FANCM inh
CC(=NC(=O)NN)c1cnn(-c2ccccc2)c1C,56
O=C(CSc1nnc(CNC(=O)c2ccco2)o1)Nc1nccs1,58
Cc1noc(C)c1C(=O)OCc1ccc(-c2ccc(F)cc2F)o1,61
O=C(CN1CCN(C(=O)C2COc3ccccc3O2)CC1)Nc1ccc2c(c1)OCCO2 (centres undefined),61
Nc1cccc2nsnc12,57
C/C(=N/OC(=O)c1c(-c2ccccc2Cl)noc1C)c1ccc(F)cc1,58
CC(C)c1ccc(OCC(=O)Nc2nnc(-c3ccnn3C)o2)cc1,68
